MKP-1 inh: human dual specificity phosphatase 1 inhibition; hit rate 0.15% among 65,000; recombinant MKP-1, OMFP hydrolysis fluorescence; P28562; inhibition, %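 (compounds tested at a single concentration somewhere between 10 and 100 µM)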;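 active means inhibition above about 50%, limit read from the data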;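 further: 0% = DMSO max control wells and 100% = wells with enzyme stopped by NaOH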
Target sequence (P28562 whole entry, looked up): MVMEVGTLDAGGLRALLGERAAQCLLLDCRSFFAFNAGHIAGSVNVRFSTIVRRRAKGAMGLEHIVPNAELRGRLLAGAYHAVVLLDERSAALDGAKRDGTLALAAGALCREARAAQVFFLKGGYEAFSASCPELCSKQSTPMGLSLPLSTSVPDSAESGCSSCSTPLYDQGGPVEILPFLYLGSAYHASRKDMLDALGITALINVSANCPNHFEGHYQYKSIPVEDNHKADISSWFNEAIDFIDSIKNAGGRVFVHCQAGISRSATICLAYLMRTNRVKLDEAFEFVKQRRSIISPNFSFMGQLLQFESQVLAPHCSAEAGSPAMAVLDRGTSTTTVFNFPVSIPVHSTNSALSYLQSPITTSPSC
MMP13 inh: blocks human MMP13 activity. P45452. MMP-13 fTHP FRET cleavage, Mca fluorescence. inhibition, % at 4 µM. hit rate 0.07% among 65,000. AID 570;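 active means inhibition above the mean of compound-free control plate wells plus 3 SD, cut at about 14% in these data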;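 further: 0% = DMSO wells and 100% = wells with reference MMP-13 inhibitor after basal subtraction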
Hsp90 block: displaces geldanamycin probe from tumor Hsp90 | P07900 | NCI-N417 lysate Hsp90, Cy3B-geldanamycin FP displacement | inhibition, % at 30 µM | hit rate 0.35% among 64,000 | AID 429;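 active means inhibition above 50%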;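 further: 0% = tracer plus lysate wells and 100% = tracer alone without lysate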
FXIIa mix inh: blocks human factor XIIa in pooled compound mixtures; P00748; purified FXIIa, fluorogenic substrate; inhibition, % at 5 µM; hit rate 0.2% among 62,000; AID 684;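 further: 0% = enzyme without compound and 100% = no enzyme blank; some results filed as inactive read as strong as hits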
JNK3 inh: blocks human JNK3 kinase activity | P53779 | purified JNK3 kinase activity, HTS | inhibition, % at 8 µM | hit rate 0.61% among 60,000 | AID 746; in the data active means inhibition above about 17%;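 further: 0% = DMSO and 100% = reference inhibitor; many of its hits are not listed in these tables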
AP complement: orthogonal test for alternative complement pathway inhibitors | Human serum alternative complement pathway, LPS-coated ELISA, C3 deposition; tested in compound mixtures | inhibition, % at 5 µM | hit rate 0.08% among 62,000;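 active means inhibition above 30% in each of the two pooled mixtures holding the compound, so the lower value exceeds 30%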;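 further: 0% = serum in Mg-EGTA without compound and 100% = EDTA serum blank; some compounds past the cut are filed as inactive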
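Assay system: human serum alternative complement pathway, C3 deposition on LPS-coated wells; Dosing: 5 µM per compound in ten-compound mixtures; Detection: Anti-C3 ELISA, OD 450 nm; Buffer or medium: Mg2+-EGTA GVB++ buffer containing human serum at 1:15 dilution; Timing: 1 h at 37 °C; Replication: two different pools per compound.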
FXIa mix inh: blocks human factor XIa in pooled compound mixtures; hit rate 0.19% among 62,000; inhibition, % at 5 µM; AID 680; purified FXIa, fluorogenic substrate; P03951;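 further: each value is inhibition by a whole ten-compound pool holding the compound; 0% = enzyme with no mixture and 100% = wells lacking enzyme; strong numbers were not always called active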
Abs 340nm: compounds absorbing at 340 nm; 65,000 tested, under 10 active; compound absorbance at 340 nm, fold over control; fold change at 10 µM;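 active means at 10 µM dose, initial 340 nm absorbance at least 2 fold that of control wells; inactive means change under 2 fold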;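 further: initial absorbance extrapolated from kinetic A340 decline of NADH oxidation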
Cdc25B block: human M-phase inducer phosphatase 2 inhibition; hit rate 0.1% among 65,000; inhibition, %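 (compounds tested at 10 µM final in the well)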; P30305; AID 368; recombinant Cdc25B, OMFP fluorescence Ex485/Em525; in the data active means inhibition above about 50%
Target sequence (P30305 whole entry, looked up): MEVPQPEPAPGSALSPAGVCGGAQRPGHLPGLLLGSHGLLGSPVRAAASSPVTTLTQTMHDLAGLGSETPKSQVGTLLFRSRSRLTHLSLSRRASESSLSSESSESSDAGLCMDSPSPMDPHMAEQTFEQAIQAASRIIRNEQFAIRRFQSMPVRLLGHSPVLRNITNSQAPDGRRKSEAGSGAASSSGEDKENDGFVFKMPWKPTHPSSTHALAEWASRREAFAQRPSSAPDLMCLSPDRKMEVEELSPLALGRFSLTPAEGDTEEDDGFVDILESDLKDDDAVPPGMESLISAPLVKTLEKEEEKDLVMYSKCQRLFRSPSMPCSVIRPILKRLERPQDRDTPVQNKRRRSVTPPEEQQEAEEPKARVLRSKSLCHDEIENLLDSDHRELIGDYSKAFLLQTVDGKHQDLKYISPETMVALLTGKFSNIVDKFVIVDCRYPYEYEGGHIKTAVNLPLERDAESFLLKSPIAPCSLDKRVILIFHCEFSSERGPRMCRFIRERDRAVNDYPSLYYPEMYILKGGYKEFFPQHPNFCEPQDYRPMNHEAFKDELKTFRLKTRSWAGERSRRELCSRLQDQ
* = called active by the depositor; . = no result given; [ ] = remark or other dose. Unless noted, no stated cut-off is given here; in the data, active means inhibition above about 20% (passing the limit was not always enough); inactive means the rest.

SMILES	MKP-1 inh	MMP13 inh	Hsp90 block	FXIIa mix inh	JNK3 inh	AP complement	FXIa mix inh	Abs 340nm	Cdc25B block
O=C(CCC(=O)Nc1ccc(Oc2ccccc2)cc1)NCCO	-15	4	-5	-1	2	7	-3	1	-11
Cc1ccc(S(=O)(=O)Cc2ccc(C(=O)N3CCN(c4cc(C)ccc4C)CC3)o2)cc1	33	-1	-4	0	6	11	2	0.99	-14
Cc1nn2c3c(cnc2c1-c1ccc(Cl)cc1)C(=O)CC(c1ccco1)C3 (stereo not given)	-4	-7	-1	0	-2	8	4	1.1	4
N#CC1=C(N)Oc2n[nH]c(-c3ccccc3)c2C12C(=O)Nc1ccccc12 (stereo not given)	0	3	.	5	.	-3	-2	1.1	2
Cc1occc1C(=O)Nc1nnc(-c2ccncc2)s1	21	-18	.	2	5	18	20	1.2	-4
O=C(O)CCCNS(=O)(=O)c1ccc2ccccc2c1	-4	0	-1	-10	-5	21	6	1	6
Cc1ccc(-c2cc(C(=O)Nc3cnn(C45CC6CC(CC(C6)C4)C5)c3)no2)cc1	12	4	-7	-5	5	13	4	1.1	-12
Cc1cc(C)cc(N2C(=O)CSC2c2cccs2)c1 (stereo not given)	-18	5	-2	-1	-8	23	6	1	-4
Cc1cccc(Nc2nc(N)nc(CN3CCN(c4ccc(F)cc4)CC3)n2)c1	13	-1	0	9	10	-1	8	1	-2
CCOC(=O)Cn1c(=O)c2c(nc(Br)n2Cc2ccc(Cl)cc2)n(C)c1=O	5	0	-3	-3	0	-10	-2	1	-14
Cc1nn(Cc2ccc(Cl)c(Cl)c2)c(C)c1NC(=O)c1noc2c1CCCCC2	-15	-1	-1	-26	-4	7	-3	0.99	-8
CC12CN3CC(C)(CN(C1)C3c1ccc(Br)cc1)C2=O (stereo not given)	8	2	-1	3	-2	15	12	1.1	4
O=C(NCC1CCCO1)C1CC(c2ccc(Cl)c(Cl)c2)=NO1 (stereo not given)	3	2	0	2	2	6	5	0.98	-5
CC1Cc2nc(SCC(=O)Nc3ccccc3F)n(C)c(=O)c2S1 (stereo not given)	-3	6	-3	-1	1	3	5	1	-10
COCC(=O)Oc1c(S(=O)(=O)c2ccc(C)cc2)c(C)nn1-c1ccccc1	7	0	-4	2	5	15	-4	0.97	-5
CCOC(=O)c1sc(NC(=O)c2ccc3ncsc3c2)nc1C	0	-6	-2	3	-2	9	2	1.1	-3
CCc1nn(CC(=O)NCCCN2CCc3ccccc3C2)c(=O)c2cc3sccc3n12	-8	1	-4	5	-4	20	6	0.99	-10
O=C(NCCc1ccccc1)c1ccncc1	2	1	-2	5	-2	10	-7	1	-7
COc1cc(C(=O)OCC(=O)c2cc(C)n(C)c2C)cc(NC(=O)c2ccco2)c1OC	30	-1	-3	5	-3	5	12	1.1	-6
Cc1ccc(C2=N/C(=C/N3CCOCC3)C(=O)O2)cc1	-10	1	1	-6	1	-2	-2	1.1	-14
CCOc1ccc(-c2nc(C#N)c(N3CCN(Cc4ccccc4)CC3)o2)cc1	-3	-42[fluorescence artefact?]	0	0	4	-7	1	1.1	-15
O=C(Nc1ccc2c(c1)OCCO2)C1CCN(C(=O)c2ccc(Br)cc2)CC1	8	-2	2	6	-3	6	1	1	4
CC(=O)Oc1c(S(=O)(=O)c2ccc(C)cc2)c(C)nn1-c1ccccc1	9	1	-5	13	5	20	7	1	-2
Cc1ccc2cc(C#N)c(SCC(=O)NCC3CCCO3)nc2c1C (stereo not given)	2	-4	-1	2	4	18	5	1	2
O=C(CCCN1C(=O)CCC1=O)Nc1ccc2c(c1)OCCO2	-2	4	-10	-8	-4	7	5	1	0

3 entries already listed, arranged by the number in Abs 340nm, high to low:
Compound | MKP-1 inh | MMP13 inh | FXIIa mix inh | JNK3 inh | AP complement | FXIa mix inh | Abs 340nm | Cdc25B block
Cc1occc1C(=O)Nc1nnc(-c2ccncc2)s1 | 21 | -18 | 2 | 5 | 18 | 20 | 1.2 | -4
CCOC(=O)c1sc(NC(=O)c2ccc3ncsc3c2)nc1C | 0 | -6 | 3 | -2 | 9 | 2 | 1.1 | -3
CC1Cc2nc(SCC(=O)Nc3ccccc3F)n(C)c(=O)c2S1 (stereo not given) | -3 | 6 | -1 | 1 | 3 | 5 | 1 | -10

New compounds follow.
SMILES	MKP-1 inh	MMP13 inh	Hsp90 block	FXIIa mix inh	JNK3 inh	AP complement	FXIa mix inh	Abs 340nm	Cdc25B block
O=C(c1cnc2sccn2c1=O)N(Cc1ccccc1)c1ccccn1	2	4	-4	3	-2	9	10	1.2	0
O=C(NC1CCCCC1)C1CCCN(S(=O)(=O)c2cnc[nH]2)C1 (stereo not given)	-7	7	0	-21	-8	4	6	1.1	-14
CC(C)CCN1CC(C(=O)NCc2ccccc2)CC1=O (stereo not given)	4	0	0	4	-3	6	5	1	1
CC1CCN(Cc2ccc(NC(=O)C3CCN(c4nnc(-n5cccc5)s4)CC3)cc2)CC1	-4	-5	-4	14	-6	7	9	0.98	-3
O=C(CC1=NCCNC(c2ccccc2)C1)c1ccccc1O (stereo not given)	9	-3	-1	0	-3	-4	1	1.1	13
CC(C)OCCCNC(=O)c1ccc(N(C)S(C)(=O)=O)cc1	19	-1	3	5	2	5	6	1.1	-9
Cc1nc2ccc(C(=O)O)cc2c2c1CC(C)S2 (stereo not given)	9	-109[fluorescence artefact?]	19	6	2	4	5	1	4
CCOC(=O)C1(c2csc(N)n2)COC(=O)C1 (stereo not given)	7	.	.	6	.	4	1	1	-30
O=C1Nc2ccc(S(=O)(=O)NCc3ccccn3)c3cccc1c23	6	-84[fluorescence artefact?]	-13	-21	3	10	-3	1.1	6
Cc1nn(C)c(C)c1CNC(=O)c1cc2n(n1)C(C(F)(F)F)CC(c1cccs1)N2 (stereo not given)	6	5	-2	7	-3	5	-11	0.99	-7
Cn1c(C(=O)NCCCN2CCCC2=O)cc2c(=O)n(C)c3ccccc3c21	5	-19	-3	-19	1	10	0	1	-7
Cn1c(-c2ccc3c(c2)OCO3)cnc1N	7	-2	-2	4	0	0	6	0.97	0
O=C(Nc1ccccc1)OCC1CCCN2CCCCC12 (stereo not given)	5	.	.	-7	.	11	10	1	0
COC(=O)Nc1ccc(S(=O)(=O)N2CCCc3ccccc32)cc1	-7	5	-4	4	2	-2	3	0.99	11
COc1ccc2sc(NC(=O)CC(C)C)nc2c1	8	-3	1	3	9	6	-5	0.96	-7
CCSc1nnc(C)n1-c1ccc(C(=O)O)cc1	0	2	-3	0	-3	3	10	1	0
CS(=O)(=O)N(CC(=O)NCc1ccc2c(c1)OCO2)Cc1ccc(Cl)cc1	-5	-6	-7	7	-4	18	10	1	1
COc1ccccc1NC(=O)CN1CCN(S(=O)(=O)c2ccc(Br)cc2)CC1	-7	5	-4	-3	1	2	3	1	-4
COC(=O)CCN(c1ccccc1)S(=O)(=O)c1ccc(OC)cc1	4	-3	2	-12	-7	14	0	1	-4
O=C(CCC1CCCCC1=O)c1ccccc1 (stereo not given)	-17	1	3	-15	2	4	-4	1	-1
CCCc1[nH]nc2c1C1(C(=O)N(CC)c3ccccc31)C(C#N)=C(N)O2 (stereo not given)	-1	0	-9	-3	3	6	18	1	-4
CCn1c(N)c(C(=O)NCCCOC)sc1=S	2	-12	-2	-3	-1	6	6	1	7
NC(=O)c1ccc(-n2nnnc2SCC(=O)Nc2ccc(N3CCOCC3)c(Cl)c2)cc1	3	-3	2	-19	0	-3	0	1	-6
CCc1ccccc1NS(=O)(=O)c1ccc(SC)cc1	4	-7	-2	-19	8	20	7	0.98	0
O=C(COc1ccc(S(=O)(=O)N2CCCC2)cc1)NCCC1=CCCCC1	13	-5	-11	15	-5	-3	3	1	-14

Taken from the results shown (five entries):
SMILES	MKP-1 inh	MMP13 inh	Hsp90 block	FXIIa mix inh	JNK3 inh	AP complement	FXIa mix inh	Abs 340nm	Cdc25B block
CCCc1[nH]nc2c1C1(C(=O)N(CC)c3ccccc31)C(C#N)=C(N)O2 (stereo not given)	-1	0	-9	-3	3	6	18	1	-4
CCn1c(N)c(C(=O)NCCCOC)sc1=S	2	-12	-2	-3	-1	6	6	1	7
NC(=O)c1ccc(-n2nnnc2SCC(=O)Nc2ccc(N3CCOCC3)c(Cl)c2)cc1	3	-3	2	-19	0	-3	0	1	-6
CCc1ccccc1NS(=O)(=O)c1ccc(SC)cc1	4	-7	-2	-19	8	20	7	0.98	0
O=C(COc1ccc(S(=O)(=O)N2CCCC2)cc1)NCCC1=CCCCC1	13	-5	-11	15	-5	-3	3	1	-14

Following part
SMILES	MKP-1 inh	MMP13 inh	Hsp90 block	FXIIa mix inh	JNK3 inh	AP complement	FXIa mix inh	Abs 340nm	Cdc25B block
COc1ccc(-c2ccc(-c3noc(-c4ccco4)n3)c(OC)n2)cc1	21	-181[fluorescence artefact?]	-14	3	-1	0	12	1.2	-5
COc1ccc(C2C3=C(CC(C)(C)CC3=O)Oc3ncn(Cc4ccco4)c(=N)c32)cc1 (stereo not given)	-6	-4	-2	2	0	-4	1	1	0
COc1cccc(C2CC(c3ccc(C)cc3)n3ncnc3N2)c1 (stereo not given)	10	.	.	0	.	13	9	1	-5
O=C(CCCC(=O)N(CC(=O)NC1CCCC1)Cc1ccc2c(c1)OCO2)Nc1ccccn1	5	0	-1	1	-3	2	7	0.99	-6
[O-][n+]1c2c(nn1-c1ccccc1Cl)-c1nonc1CC2	-17	1	-3	8	-2	9	2	0.97	11
NCCc1cnc[nH]1	10	.	-2	.	.	.	.	1	-6
COC(=O)C(NC(C)=O)(Nc1ccc(Br)cc1)C(=O)OC	-21	1	5	.	-5	.	.	1	-7
CC(=O)Nc1nc(-c2ccccc2)nc(C)c1C(C)=O	3	-1	-3	-18	-3	2	9	0.98	-7
Cc1ccc(S(=O)(=O)NCC(=O)N(CC(=O)NC2CCCCC2)Cc2ccco2)cc1	-7	-4	-2	-14	2	-2	1	0.98	3
COc1ccccc1NC(=O)CSc1nnc(C)n1Cc1ccccc1	18	0	-1	-14	4	1	10	1	-4
O=C(NCC1COc2ccccc2O1)c1cn(Cc2ccc(F)cc2)nn1 (stereo not given)	14	10	-2	2	1	-9	-12	0.99	-7
Cn1c(=O)c2c(nc(SCCN3CCCCC3)n2Cc2ccccc2)n(C)c1=O	-4	5	-4	-17	4	15	4	1.1	1
COc1ccccc1-c1nnc(NC(=O)C(C)C)s1	-17	-24	-2	3	2	10	-14	1	-9
COCc1[nH]nc2c1C1(C(=O)Nc3ccc(F)cc31)C(C#N)=C(N)O2 (stereo not given)	-8	1	-5	-8	0	3	3	1	1
CCOC(=O)c1ccc(NS(=O)(=O)c2cccc3nsnc23)cc1	2	6	-4	-2	-2	-3	8	1	-12

High-throughput results deposited in PubChem BioAssay by several laboratories.
